# TNFa cytotox = HUVEC cytotoxicity counter-screen, TNF alpha stimulated; hit rate 0.17% among 93,000; cell count reduction, % at 2 µM; HUVEC TNFalpha-stimulated, Hoechst cell count, imaging;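 active means cell count reduction exceeding the screen mean by over 5 SD, scaled to untreated wells per plate, cut at about 78% in these data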;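 further: cells counted after 24 h of TNF alpha exposure following the 1 h pretreatment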
# PTK2B oligo ant = blocks oligomerization of human Pyk2 in cells; hit rate 0.83% among 99,000; z-score (the deposit names both 25 µM and 10 µM); Q293 cells, Pyk2 FERM NanoBiT luminescence; active compounds read low; AID 1347419;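 active means Z-score of -3 or lower, scaled per plate to the spread of control and sample wells; inactive means z-score above -3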;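 further: negative z-score means lost luminescence so less FERM oligomerization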
# VCAM1 TNFa inh = reduces TNF alpha induced VCAM1 expression in HUVEC; AID 802; inhibition, % at 2 µM; HUVEC TNFa-induced VCAM-1 immunofluorescence, high-content imaging; hit rate 0.48% among 95,000;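 active means inhibition above the batch mean plus 3 SD, with images confirmed as a hit by eye, cut at about 37% in these data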;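 further: 0% = TNF-stimulated DMSO wells and 100% = unstimulated control wells; not every result past the cut was called active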
# IL1B cytotox = HUVEC cytotoxicity counter-screen, IL-1B stimulated; hit rate 0.41% among 94,000; HUVEC cell count loss, Hoechst imaging; cell count reduction, % at 2 µM;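 active means cell count reduction more than 3 SD above the screen-wide mean, cut at about 70% in these data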;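 further: normalized per plate to untreated control cells as the no-loss baseline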
# Fibroblast inh = blocks proliferation of human lung fibroblasts | LL 47 human lung fibroblast viability, ATP luminescence; active compounds read low | viability, % at 10 µM | hit rate 1.1% among 85,000;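 active means viability at or below 50% in the single dose screen; inactive means viability above 50%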;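 further: compound exposure lasted 72 h before the ATP readout; 100% = median luminescence of untreated cell-only wells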
#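 Benchmarks: Cell-only wells, no compound | Test system: LL 47 human lung fibroblasts, passage 12 or lower | Input: 1,150 cells/well | Measured by: CellTiter-Glo luminescence measuring cellular ATP | Medium: IMEM, 15% FBS supplement | Schedule: Overnight attachment after seeding, then 72 h compound exposure at 37 °C | Doses: Compound addition at 0.1% DMSO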
# Smad3 inh = inhibitors of human Smad3 transcription factor binding. TR-FRET Smad3/Dy647-FoxH1 peptide binding, europium anti-His. inhibition, % at 25 µM. hit rate 0.29% among 88,000;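 active means compounds that reduce the energy-transfer binding signal between the protein and its labelled peptide by more than half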;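 further: 0% = Smad3 plus labelled peptide maximal FRET and 100% = peptide-only background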
# Target sequence (P84022 whole entry, looked up): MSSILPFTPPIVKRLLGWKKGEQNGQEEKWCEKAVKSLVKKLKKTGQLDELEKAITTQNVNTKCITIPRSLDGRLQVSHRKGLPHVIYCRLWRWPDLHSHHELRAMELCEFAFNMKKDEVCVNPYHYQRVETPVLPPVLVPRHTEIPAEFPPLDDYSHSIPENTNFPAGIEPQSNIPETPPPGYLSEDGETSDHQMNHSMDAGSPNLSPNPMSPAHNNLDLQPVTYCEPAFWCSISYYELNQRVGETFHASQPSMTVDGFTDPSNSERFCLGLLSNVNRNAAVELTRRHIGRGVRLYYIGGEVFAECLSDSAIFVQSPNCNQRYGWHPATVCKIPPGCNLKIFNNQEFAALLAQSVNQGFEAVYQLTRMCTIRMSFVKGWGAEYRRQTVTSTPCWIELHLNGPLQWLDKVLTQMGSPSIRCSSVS
# H69AR growth 86K = blocks growth of human H69AR lung tumor cells | H69AR lung tumor viability, ATP luminescence, 72 h; active compounds read low | viability, % at 10 µM | hit rate 6% among 85,000 | AID 598;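 active means viability at or below 40%; inactive means viability above 40%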;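 further: multidrug resistant small cell line overexpressing MRP-1 efflux transporter; 100% = mean luminescence of untreated control wells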
# F-actin modifier = modifiers of cytoskeleton assembly; HUVEC TNFa F-actin phalloidin imaging, high content; inhibition, % at 2 µM; hit rate 0.18% among 91,000;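 active means inhibition above the batch mean plus 3 SD and confirmed as a hit by visual image inspection, cut at about 30% in these data, passing the limit was not always enough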; further: strong numbers were not always called active
# HUVEC prolif 384 = blocks proliferation of human endothelial cells | HUVEC proliferation, CellTiter-Glo luminescence, 72 h; active compounds read low | viability, % at 10 µM (by protocol) | hit rate 1.1% among 86,000;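 active means viability at or below 30%; inactive means viability above 30%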;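 further: 100% = median luminescence of DMSO-only cell control wells on each plate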
# Active calls of the source: *; . = no result given; & = joins results of further samples; [ ] = dose if it differs, or a comment. Only part of the results is shown, so the mix of outcomes need not match the whole.
SMILES,TNFa cytotox,PTK2B oligo ant,VCAM1 TNFa inh,IL1B cytotox,Fibroblast inh,Smad3 inh,H69AR growth 86K,F-actin modifier,HUVEC prolif 384
O=C(NCc1ccco1)c1cccc(Nc2nc3ccc(Br)cc3[nH]2)c1,-18,.,5,1,.,.,.,8,.
O=C(COc1ccccc1O)N1CCN(C(=O)c2ccco2)CC1,-27,1.1,15,-1,106,-9,104,4,103
CC(C)(C)C(=O)NC(NC(=S)Nc1sc2c(c1C#N)CCCC2)C(Cl)(Cl)Cl (stereo not drawn),-24,-1.2,-4,32,.,.,.,8,.
O=C(Nc1ccc(Cl)c(Cl)c1)OCc1cnc(Cl)s1,8,1.2,14,4,95,3,72,.,74
COc1ccc(C(=O)Nc2ccc(NC(=O)c3ccco3)c(Cl)c2)cc1OC,-8,1.1,-8,-22,99,-3,92,-12,96
Cc1cccc(C(=O)Nc2oc(-c3ccccc3)cc2C#N)c1,-8,-1.2,-1,-14,110,1,90,12,88
Cn1c(=O)n(C)c2cc(NS(=O)(=O)c3ccc4c(c3)CCCC4)ccc21,14,-1.1,1,-20,86,-2,56,-10,71
CCOC(=O)c1c(NC(=O)CSc2nnc(Cc3ccccc3)o2)sc(C)c1C,-2,0.37,0,-12,108,-8,49,-9,99
CC(C)(C)Nc1nc(OCC(F)(F)F)nc(OCC(F)(F)F)n1,-12,-0.15,4,10,99,-8,100,11,98
COC(=O)C(C)Sc1nnc(-c2ccncc2)o1 (stereo not drawn),-34,-0.51,17,-10,100,3,94,-6,96
Cc1ccc(-n2c(SCC(=O)NCc3ccc4c(c3)OCO4)nnc2-c2cccnc2)c(C)c1,4,-4*,15,0,96,2,35*,7,83
O=S(=O)(c1ccc(S(=O)(=O)N2CCN3CCCC3C2)cc1)N1CCCC1 (stereo not drawn),-12,0.36,31,-54,98,6,94,-4,102
Cc1ccc(-c2nnc(CSc3nc4cc5c(cc4cc3C)OCO5)o2)cc1,-34,0.19,12,-21,110,2,92,-41,68
Cc1ccc(Oc2ccc(-c3nc(N)nc(N)n3)cc2)cc1C,.,-1.2,-15,4,96,5,55,-6,105
Cc1nc2ccccc2c2oc(C(=O)NCCCN3CCC(C)CC3)cc12,3,.,16,2,92,-19,102,-19,83
Nc1nc(SCC(=O)NCCC(c2ccccc2)c2ccccc2)n[nH]1,-16,.,-27,10,109,0,92,2,94
Cc1onc(-c2ccccc2)c1C(=O)Nc1nnc(N(C)Cc2ccccc2)s1,-19,.,6,0,91,5,92,-6,100
CN=C1S/C(=C\c2ccc(N3CCOCC3)c(F)c2)C(=O)N1C,-5,-0.46,-2,-10,.,.,.,4,.
O=C(CNS(=O)(=O)c1cccc2nonc12)NCc1ccc(F)cc1,.,0.03,.,.,103,-2,.,.,94
CCn1c(COc2ccc(OC)cc2)nc2ccccc21,-7,-0.2,-5,-6,100,1,101,17,115
COc1cc(CCC(=O)N2CCN(c3ccc(N4CCOCC4)nn3)CC2)cc(OC)c1OC,-15,.,10,11,98,-10,102,17,103
COC(=O)C1CCN(C(=O)c2sc3nc(-c4ccc(F)cc4)cn3c2C)CC1,-18,-0.36,0,-22,101,9,40,10,97
N#CC1(c2ccc(NC(=O)c3ccccc3)cc2)CCCC1,-2,-0.43,18,15,.,.,.,26,.
CCOc1ccc(-n2cnnn2)cc1S(=O)(=O)NCCc1ccc(OC)c(OC)c1,-12,0.68,11,-14,97,4,87,-4,85
CC1CC/C(=C\c2ccc3c(c2)OCO3)C(=O)/C1=C/c1ccc2c(c1)OCO2 (stereo not drawn),-6,-0.08,17,7,.,.,.,3,.
c1ccc(OCCSc2nnnn2C2CCCCC2)cc1,-16,-0.35,3,-6,102,4,85,54,107
Clc1cnc(N/N=C/c2cccs2)c(Cl)c1,8,0.64,20,1,49*,4,83,32,69
CC(=O)Nc1ccc(S(=O)(=O)NNC(=O)COc2cc(C)ccc2C(C)C)cc1,-9,0.71,-5,3,.,.,.,4,.
CCC(CC)NC(=O)CSc1nnc(-c2ccc(OC)cc2)n1C(C)C,-13,0.68,4,-56,99,-2,92,8,95
O=C(O)C(Cc1ccccc1)NS(=O)(=O)c1ccc2c(c1)OCCO2 (stereo not drawn),-10,-0.62,0,-3,101,-7,101,18,101
CCCCn1c(SCC(=O)OC)nc2c1c(=O)n(C)c(=O)n2C,-11,3.9,7,-5,102,-4,90,0,96
Cc1cc(Cl)ccc1Oc1ncc(-c2ccc(Cl)cc2)cn1,-11,-0.72,-8,6,.,.,.,33,.
CCOC(=O)c1c(NC(=O)/C=C/c2ccco2)sc(C)c1C,-8,-0.89,-17,-44,.,.,.,12,.
COc1ccccc1NC(=O)C1CCCN(S(=O)(=O)c2cnc[nH]2)C1 (stereo not drawn),-45,.,19,0,98,-8,94,18,101
Cc1ccc(/C=c2\sc3n(c2=O)CN(c2ccc(Br)cc2)CN=3)o1,22,-0.66,-3,9,86,7,84,-9,62
O=C(c1cccs1)n1nc(-c2ccccc2)nc1NCc1ccc(F)cc1,-4,-0.59,-2,-5,97,10,104,0,102
CCNC(=S)N1C2CCC1CC(NC(=O)NC1CCCCC1)C2 (stereo not drawn),25,0.98,-10,10,.,.,.,3,.
C[C@]12CCC(=O)C=C1CC[C@@H]1[C@@H]2[C@@H](O)C[C@@]2(C)[C@H]1CC[C@]2(O)C(=O)COC(=O)CCC(=O)O,.,.,.,.,95&100,3&-9,87&100,.,90&98
CCc1ccc(NC2CC(=O)N(c3ccc(OC)cc3OC)C2=O)cc1 (stereo not drawn),-10,-1.6,-3,-22,115,3,100,0,93
CC(=O)c1sc(NC(=O)C(C)C)nc1C,-8,0.35,6,-19,103,-7,95,-12,103
Cc1ccc(NC2OC(CO)C(O)C(O)C2O)cc1 (stereo not drawn),-20,-0.44,9,7,104,12,89,1,92
c1ccc(Cn2c(CSc3nnnn3-c3ccccc3)nc3ccccc32)cc1,3,-1.7,6,-14,82,8[fluorescence artefact?],71,-8,73
COc1ccc(CCNC(=O)CCN2C(=O)COc3ccc(C)cc32)cc1OC,-12,0.81,2,-1,99,17[fluorescence artefact?],84,6,102
CCc1ccccc1N1CC23C=CC(O2)C(C(=O)OCC(C)C)C3C1=O (stereo not drawn),.,.,.,.,98,-5,104,.,105
O=C1CC(N2CCN(c3ccc(F)cc3)CC2)C(=O)N1Cc1cccs1 (stereo not drawn),.,-0.7,.,-60,93,0,110,.,102
COc1ccc(OC)c(/C=c2\sc3nc(-c4cccs4)nn3c2=O)c1,-15,0.4,15,.,98,-5,84,6,96
CCOc1ccc(NC(=O)Cn2nnc(C(=O)NCc3ccco3)c2N)cc1,-30,1.1,5,.,85,-5,84,20,62
CCC(=O)N1c2ccc(S(=O)(=O)CCC(=O)NC3CCCC3)cc2CC1C (stereo not drawn),-31,0.71,0,-36,103,5,93,8,89
O=C(NCc1ccco1)c1cccn2c(=O)c3cc(Br)ccc3nc12,.,.,.,.,88,5[fluorescence artefact?],50,.,70
O=C(O)Cc1ccc(-c2ccccc2-c2ccccc2)cc1,-4,2.6,4,-59,97,0,118,-16,107
CCC(C)C(=O)Nc1nc(C)c(-c2csc(Nc3cc(OC)ccc3OC)n2)s1 (stereo not drawn),-12,.,6,-4,.,.,.,-22,.
O=C(NC1CCCCC1)N1CCC(n2c(=O)[nH]c3ccccc32)CC1,-11,.,8,-6,102,15,93,11,100
CCOc1ccc(-c2nnc3ccc(SCc4ccc(C(=O)OC)o4)nn23)cc1,-16,-1.9,-3,33,98,4,72,2,71
CCOC(=O)CCCCC(=O)c1[nH]c(=O)[nH]c1CN1CCOCC1,.,1.5,.,.,102,2,82,.,71
Cc1cc(NC(=O)CSc2nnc(Cn3c(=O)sc4ccccc43)n2-c2ccccc2C)no1,.,.,.,.,92,6,74,.,96
CCOCc1nnc(NC(C)=O)s1,8,0.9,-6,-6,96,-7,100,-16,93
COCC(C)NS(=O)(=O)c1ccc(NC(=O)C(Cc2ccccc2)NC(N)=O)cc1 (stereo not drawn),-15,0.43,4,1,105,-5,87,12,108
CCN(CC)CP(=O)(c1ccccc1)c1ccccc1,2,0.22,-4,-8,102,0,88,-16,92
CCCOc1ccc(-c2nnc(-c3ccncc3)o2)cc1,.,0.25,.,.,109,1,90,.,106
Cc1ccc(CNC(=O)C23CN(Cc4ccccc4)CC2C(c2ccc([N+](=O)[O-])cc2)=NO3)o1 (stereo not drawn),-18,.,5,-14,.,.,.,20,.

# The list continues.
SMILES,TNFa cytotox,PTK2B oligo ant,VCAM1 TNFa inh,IL1B cytotox,Fibroblast inh,Smad3 inh,H69AR growth 86K,F-actin modifier,HUVEC prolif 384
O=C1OCCC1Sc1nc2cc(Cl)ccc2n1Cc1ccccc1 (stereo not drawn),-14,1.1,-4,.,94,15,108,0,96
Cn1c(SC/C=C/c2ccccc2)nnc1-c1ccco1,12,-0.02,8,12,109,-3,91,-3,96
O=S(=O)(Nc1cccnc1)c1cccc(C(F)(F)F)c1,6,0.01,2,-18,93,-4,98,-9,99
CCc1ccc(C(=O)c2ccccc2C(=O)O)s1,-6,0.77,12,-2,98,-3,88,-3,85
O=C(NCCCN1CCOCC1)c1cc(-c2ccc(F)cc2)on1,-29,0.75,-6,-25,93,-6,100,26,102
Cc1cc(C)cc(-n2ccnc2SCC(=O)Nc2ccc3c(c2)OCCO3)c1,-7,-0.51,4,2,103,1,101,-20,111
CCn1c(NC(=O)c2ccc(COc3ccc(C)cc3[N+](=O)[O-])o2)nc2ccccc21,-25,-0.88,-7,-13,.,.,.,-5,.
CCOC(=O)N1CCN(C(=O)c2cccn3c(=O)c4cc(Cl)ccc4nc23)CC1,-4,0.66,4,-11,.,.,.,4,.
O=C(NCCOc1ccccc1)c1cncc(Br)c1,-18,-0.35,3,8,.,.,.,12,.
O=c1c(N2CCOCC2)nsn1Cc1ccccc1,-14,0.13,-22,0,103,1,89,8,110
CC(C)c1ccc(C(O)c2cnc(C(C)C)n2C)cc1 (stereo not drawn),-2,.,-4,-55,105,1,94,-13,102
Cc1cc2cc(CCNC(=O)c3c(-c4ccccc4Cl)noc3C)c(=O)[nH]c2cc1C,.,.,.,.,105,2,64,.,73
O=C(Cn1cnc([N+](=O)[O-])n1)NCc1ccccc1,25,0.89,11,-49,.,.,.,-25,.
Cc1ccc(CN/C=C/C(=O)c2ccc(Br)cc2)cc1,20,-0.08,-8,3,98,-9[fluorescence artefact?],103,-25,101
CC(C)Sc1nnc(Nc2ccccc2)s1,-26,-1.2,16,-10,101,2,80,2,106
CCOC(=O)C1(C)NC(c2ccccc2F)C2C(=O)N(c3cccc(C(C)=O)c3)C(=O)C21 (stereo not drawn),-1,0.51,9,7,99,0,89,-17,102

# High-throughput results from PubChem BioAssay.
